NALP1 yeast inh = NALP1 inflammasome inhibitors in reconstituted yeast, colorimetric, S. cerevisiae, triplicate retest; 0.61% of 280,000 active; inhibition, % at 10 µM; S. cerevisiae NALP1/ASC/caspase-1 growth, X-gal OD620, 72 h; in the data active = inhibition mostly above about 24%, no sharp cut-off; inactive = mostly below about 32%; note: some compounds called inactive have numbers as strong as hits
HCV NS3 hel inh = inhibitors of HCV NS3 helicase, primary screen, biochemical, Cy5 molecular beacon fluorescence; Hepatitis C virus NS3 helicase; NS3 helicase DNA unwinding; inhibition, % at 10.9 µM; 0.56% of 290,000 active; AID 1800, 2009;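 active = inhibition above the mean of all tested compounds plus 3 SD, set per campaign, cut at about 35% in these data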;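 note: 0% = DMSO wells and 100% = thioflavine S control wells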
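Measured by: Cy5 fluorescence, 0 and 60 min reads / Assay system: NS3 helicase fragment of HCV / Control set: low DMSO, high thioflavine S at 110 µM / Times: 1 h reaction at 25 °C, ATP-initiated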
MEKK2mut PB1 HTS = MEK5 binding signal on mutant MEKK2 PB1, primary screen, biochemical, multiplex bead flow cytometry, Alexa488-MEK5. Alexa488-MEK5 binding to MEKK2 mutant. percent response, % at 10 µM. 0.35% of 290,000 active. AID 1530, 2009; in the data active = percent response above about 24%, passing the limit was not always enough; note: inactives centre near 1; some results filed as inactive read as strong as hits
M18AAP inhibitor = PfM18AAP inhibitors, malaria aminopeptidase, primary screen, biochemical, QFRET, recombinant enzyme | inhibition, % at 7.35 µM | M18 aspartyl aminopeptidase (Plasmodium falciparum 3D7) | AID 1822, 2009 | 1.2% of 290,000 active | H-Glu-NHMec fluorogenic cleavage;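 active = inhibition above the campaign mean inhibition over all tested compounds plus 3 SD, cut at about 28% in these data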;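 note: 0% = plate median of test compound wells and 100% = 2 mM ZnCl2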
IMP-1 inhibitor = IMP-1 metallo-beta-lactamase inhibitors, primary screen, biochemical, epi-absorbance readout, Pseudomonas aeruginosa enzyme; AID 1556, 2009; inhibition, % at 5.6 µM; purified IMP-1, nitrocefin hydrolysis, epi-absorbance fluorescence; 0.45% of 290,000 active; metallo-beta-lactamase IMP-1 (Pseudomonas aeruginosa);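 active = inhibition above the mean plus 3 SD of all compounds in the same screening run, cut at about 4.5% in these data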;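 note: 0% = IMP-1 with DMSO and 100% = DMSO wells lacking enzyme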
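system = purified recombinant IMP-1 beta-lactamase | amount = 0.2 nM IMP-1, as dispensed | medium = HEPES buffer pH 7.1 with ZnSO4 and Brij 35 | times = 25 °C, 15 min preincubation, 25 min reaction | detection = plate fluorescence quenching by hydrolysis product, ex 480/em 530 nm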
MEKK2 WT-MEK5 = modulators of MEK5 binding to wildtype MEKK2, primary screen, biochemical, multiplex bead flow cytometry, Alexa488-MEK5. binding response (% of control), % at 10 µM. 1.1% of 290,000 active. Alexa488-MEK5 binding to MEKK2 WT; actives lie on both sides. AID 1531, 2009. Mitogen-activated protein kinase kinase kinase 2 (Homo sapiens), Q9Y2U5; in the data active = binding response below about 67% or above about 130%; inconclusive = no clear call, values can overlap the other calls; inactive = in between
SUMO HTRF inh = inhibitors of in vitro SUMOylation cascade, primary screen, biochemical, HTRF, uHTS. inhibition, % at 35 µM. 0.36% of 290,000 active. SUMO-conjugating enzyme UBC9 (Homo sapiens), P63279. HTRF SUMOylation assay, SAE1/SAE2 + UBC9; in the data active = inhibition above about 50%, passing the limit was not always enough; inconclusive = no clear call, values can overlap the other calls; note: strong numbers were not always called active
Target sequence (P63279 whole entry, looked up): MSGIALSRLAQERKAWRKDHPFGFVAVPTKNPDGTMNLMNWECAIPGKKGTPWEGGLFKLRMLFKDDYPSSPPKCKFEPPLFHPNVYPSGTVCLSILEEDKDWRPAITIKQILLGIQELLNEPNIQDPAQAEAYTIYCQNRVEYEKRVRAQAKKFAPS
VIM-2 inh = VIM-2 metallo-beta-lactamase inhibitors, primary screen, biochemical, epi-absorbance readout, Pseudomonas aeruginosa enzyme; AID 1527, 2009; 0.89% of 290,000 active; inhibition, % at 5.6 µM; purified VIM-2, nitrocefin hydrolysis, epi-absorbance fluorescence;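 active = inhibition above the mean of all tested compounds plus 3 SD, cutoff set per screening run, cut at about 7.5% in these data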;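 note: red hydrolysis product quenches plate fluorescence so inhibitors raise well fluorescence; 0% = enzyme with DMSO and 100% = DMSO without enzyme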
FID counter = compounds displacing fluorescent DNA intercalator, primary screen, artefact control for HCV NS3 helicase inhibitor project, biochemical, FID fluorescence; DNA fluorescent intercalator displacement; inhibition, % at 7.9 µM; 0.17% of 290,000 active; AID 1845, 2009; in the data active = inhibition above about 37%;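 note: 0% = vehicle and 100% = reference compound; higher means more ethidium bromide displaced from hairpin DNA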
The depositor's hits bear a star; ? = inconclusive; · = no result given.

SMILES	NALP1 yeast inh	HCV NS3 hel inh	MEKK2mut PB1 HTS	M18AAP inhibitor	IMP-1 inhibitor	MEKK2 WT-MEK5	SUMO HTRF inh	VIM-2 inh	FID counter
CCOc1ccc(-n2c(=S)sc3c(=O)n(-c4ccc(F)cc4)c(SCC(=O)O)nc32)cc1	3	1	1	11	-3.5	97	1	-2.8	-12
CCOC(=O)C1=C(CNCCc2ccc(Cl)cc2)NC(=O)NC1c1cccc([N+](=O)[O-])c1 (centres undefined)	18	-5	3	2	-2.2	105	-14	-1.7	-19
COc1ccc(CNC(=O)CN(C(=O)c2csnn2)c2ccccc2F)cc1	7	24	1	2	-3.4	96	10	-3.3	-20
COc1ccc(OCC(=O)OC(C)CN2CCOCC2)cc1 (centres undefined)	25	8	2	5	-3.8	97	26	-3.8	-3
Cc1ccc(-c2ccc(=O)n(CC(=O)NCc3ccc(F)cc3)n2)cc1	1	1	5	1	-1.7	109	3	-1.6	-22
COc1cc(/C=C(/C#N)c2ccccc2F)ccc1OCc1ccccc1	16	-8	5	-1	-0.9	108	-10	1.1	-4
O=C(COC(=O)CCCSc1nc2ccccc2[nH]1)Nc1ccc(Oc2ccccc2)cc1	13	-10	4	-8	-3.1	112	-19	-2.4	-4
Cc1ccc(Cl)cc1N1CCN(C(=O)c2cn(C)c(=O)c3c2c2ccccc2n3C)CC1	11	0	4	-5	-2.9	105	-20	-1.9	0
CN(C)c1ncc(S(=O)(=O)c2ccc(Cl)cc2)c(-c2ccccc2)n1	-2	-12	-3	-7	0.9	93	10	-0.7	-16
COc1cccc(NC(=S)N2CCC(Cc3ccccc3)CC2)c1	21	-10	-2	-7	1.3	99	-7	-2.3	-20
O=C(CSc1nc2ccncc2[nH]1)Nc1ccccc1C(F)(F)F	2	-3	-4	-19	0.9	93	-5	-0.3	-5
Cc1cc(C)c(C#N)c(N2CCN(c3ccc(F)cc3)CC2)n1	28	-8	1	4	-2.0	99	13	0.3	-22

As a working copy, two of the compounds above:
SMILES	NALP1 yeast inh	HCV NS3 hel inh	MEKK2mut PB1 HTS	M18AAP inhibitor	IMP-1 inhibitor	MEKK2 WT-MEK5	SUMO HTRF inh	VIM-2 inh	FID counter
CCOc1ccc(-n2c(=S)sc3c(=O)n(-c4ccc(F)cc4)c(SCC(=O)O)nc32)cc1	3	1	1	11	-3.5	97	1	-2.8	-12
CCOC(=O)C1=C(CNCCc2ccc(Cl)cc2)NC(=O)NC1c1cccc([N+](=O)[O-])c1 (centres undefined)	18	-5	3	2	-2.2	105	-14	-1.7	-19

(more compounds)
SMILES	NALP1 yeast inh	HCV NS3 hel inh	MEKK2mut PB1 HTS	M18AAP inhibitor	IMP-1 inhibitor	MEKK2 WT-MEK5	SUMO HTRF inh	VIM-2 inh	FID counter
Cc1ccc(S(=O)(=O)N(CC(=O)N/N=C/c2cccc(Cl)c2)c2cccc3cccnc23)cc1	15	1	·	-4	-2.3	·	6	-3.5	-3
COc1ccc(Cn2c(CCC(=O)NCCC(C)C)nc3ncccc3c2=O)cc1	4	-2	10	5	-2.9	106	7	-3.9	-29
CN(C)c1ccc(-c2nn3c(-c4ccc(Cl)cc4)nnc3s2)cc1	-11	-7	1	-4	-1.5	97	29	-0.1	-2
O=C(C1CC(=O)N(C2CCCCC2)C1)N1CCN(c2ccccc2)CC1 (centres undefined)	4	4	-6	9	-2.0	92	4	-4.4	-51
Cc1cccc(C(=O)Nc2onc(C)c2C#N)c1	6	2	3	-11	-0.8	104	3	-0.2	0
Cn1c(=O)n(C)c2cc(NC(=O)C(F)(F)F)ccc21	3	-1	6	-7	-3.4	104	-7	1.3	-3
CCOc1c(CNCCCSc2nc(C)cc(C)n2)cccc1OC	21	12	11	-4	-1.5	111	0	-0.4	9
Cc1cc2nc(-c3ccccc3)cc(=O)n2[nH]1	5	-9	1	7	-3.6	97	12	-4.3	-7
COc1ccc(CN2C(=O)c3cccnc3C2=O)cc1S(=O)(=O)N1CCOc2ccc(Cl)cc21	-6	-14	-5	4	-1.7	95	-4	0.2	-23
Cc1sc(NC(=O)CN2CCCC2)nc1-c1ccc2c(c1)CCN2C(=O)c1ccc(F)cc1	15	4	-3	0	-0.2	102	-2	2.5	-7
O=C(O)c1ccc(N2C(=O)CC(N3C(=O)/C(=C/c4ccc(Cl)cc4)SC3=S)C2=O)cc1 (centres undefined)	10	3	-3	3	-2.0	96	35	-2.1	-16
CCC(C)[C@H](NC(=O)[C@@H]1Cc2ccccc2CN1)C(=O)Nc1ccc2c(c1)OCO2 (some centres undefined)	13	-13	-8	0	-0.8	85	-6	0.7	8
COc1ccc(CCNS(=O)(=O)c2ccc(Br)cc2)cc1	4	-5	8	-1	-3.1	107	18	-2.0	-20
Cc1sc2nc(C3CC3)nc(SCC(=O)N3CC(=O)Nc4ccccc43)c2c1C	-4	-5	1	-4	-1.5	95	-35	-1.6	0
COc1ccc(CCNC(=O)c2cccs2)cc1	16	12	1	-4	0.5	108	-6	0.7	0
O=C(CSc1nnc(NC(=O)C2CC2)s1)Nc1cccc(F)c1	18	-1	3	-7	1.8	105	17	-0.1	-7
CCSc1nc(-c2ccc(OC)cc2)ccc1C#N	38	3	5	4	-2.5	110	-3	-1.5	-2
COc1ccc(-c2noc(CCCC(=O)NC3CCCCC3)n2)cc1	7	10	-3	-8	-3.2	97	-9	-3.6	-36
Cc1ccc(C)c(OCC(O)CN2CCC(C)CC2)c1C (centres undefined)	6	3	7	2	-1.4	106	9	-2.9	2
CN(C)S(=O)(=O)Nc1cccc(-c2cn3c(n2)SCC3)c1	-4	-6	3	-3	-1.6	110	-1	-2.2	-10
NC(=O)C1(N2CCCCC2)CCN(C(=O)c2cccs2)CC1	-1	9	6	-1	-3.5	110	6	-5.3	-4
CC(=O)c1cc(CN2CCC(N3CCC(C(=O)N4CCCC4)CC3)CC2)cs1	2	-7	-17	8	-1.8	90	17	2.6	14
Cc1nnc(NC(=O)c2ccc3ccccc3c2)o1	12	-6	3	3	1.1	104	14	-5.2	-2
O=C(Nc1cc(Cl)cc(Cl)c1)C1CCCC1	-3	-5	4	5	-1.0	108	-11	-1.6	-2
Cc1ccc(C(=O)Oc2oc(-c3ccccc3)nc2C=Nc2ccc(N(C)C)cc2)cc1	-2	0	2	10	-5.5	100	-2	-3.3	-13
CCn1c(COc2cccc(OC)c2)nnc1SCC(=O)N1CCOCC1	0	5	-1	3	-2.3	97	14	-0.8	-11
CC(C)(C)c1ccc(OCC(=O)N/N=C/c2ccc(N3CCOCC3)cc2)cc1	20	-4	-2	-16	-1.2	99	-4	-1.1	-15
Cc1[nH]n(-c2ccccc2)c(=S)c1C=NCCCN=Cc1c(C)[nH]n(-c2ccccc2)c1=S	6	10	-5	59*	-0.6	89	2	-3.3	-4
COc1cc(CN2CCC(n3nccc3NC(=O)CCCc3ccccc3)CC2)ccc1F	22	-46	-2	-7	-1.0	108	-2	0.6	19
COc1ccccc1CCNC(=O)C1CCCO1 (centres undefined)	22	-6	-1	-4	-3.5	99	1	-0.6	-2
CCc1ccc(N(C(=O)c2snc(C(N)=O)c2N)C(C(=O)NC2CCCC2)c2ccncc2)cc1 (centres undefined)	1	-2	-3	4	-0.5	96	6	-1.0	-27
CCN1CCc2c(sc(NC(=S)NC(=O)c3ccccc3)c2C#N)C1	3	-3	5	38*	1.6	103	-15	-3.9	19
CNC(=S)NNC(=O)c1cc(-c2cccnc2)nc2ccccc12	-3	2	7	8	-3.5	103	0	-7.2	-9
C#CCOCCOCCOCCNc1nc(N2CCN(C(=O)[C@H](CCCCN)n3cc([C@@H](N)C(C)CC)nn3)CC2)nc(N2CCN(C(=O)[C@H](Cc3ccc(O)cc3)n3cc([C@@H](N)CC(C)C)nn3)CC2)n1 (some centres undefined)	12	-68	43	-9	-2.1	158*	-1	0.1	49*
OC(CN1CCN(c2ccc(C(F)(F)F)cn2)CC1)c1ccccc1 (centres undefined)	8	-13	-2	-8	-0.5	101	-4	1.0	-8
Cc1ccc(S(=O)(=O)N2CCCC2C(=O)OCc2nc3ccccc3s2)cc1 (centres undefined)	11	-6	0	7	-0.2	103	14	0.0	-24
CCOC(=O)c1nn(-c2ccccc2)c2nnc(Cc3ccc(C)cc3)c(=O)n12	4	-7	0	2	-2.7	92	16	-5.1	-9
Cc1ccc(OCc2cc(C(=O)NC3CCCCC3)no2)cn1	14	3	-1	-7	2.0	99	15	2.8	-28
O=S(=O)(c1ccc(Cl)cc1)N1CCN(C2CCN(Cc3ccccc3)CC2)CC1	6	2	3	-2	-6.8	109	4	-3.3	9
Cc1ccc(S(=O)(=O)NCCNC(=O)c2cc(OCC(F)(F)F)ccc2OCC(F)(F)F)cc1	22	-5	-1	-10	-2.8	97	20	-3.4	-18
N#Cc1ccc(OCC(=O)OCC(=O)Nc2cc(C(F)(F)F)ccc2N2CCOCC2)cc1	9	-1	3	3	-1.6	106	-10	-0.6	0
COc1ccc(/C=C/C(=O)NC(=S)NNC(=O)c2cnccn2)cc1	·	-3	-12	-12	-1.3	98	-27	-3.7	-3
Fc1ccc(N/N=C/c2ccncc2)c(F)c1	26	8	-1	6	-1.3	101	-7	-1.7	4
O=C(C1CCC(CNS(=O)(=O)c2cccs2)CC1)N1CCN(c2ccc(F)cc2)CC1 (centres undefined)	15	-12	-20	4	-3.4	94	-14	-2.1	-50
N#Cc1ccccc1CSc1ccccn1	28	-1	6	0	-3.6	108	-4	-2.9	-4
CCCNc1c(NS(=O)(=O)c2ccc(C)cc2C)c(=O)oc2ccccc12	16	-13	0	-5	-2.6	96	1	-2.8	-25
CCOC(=O)CNS(=O)(=O)c1ccc2c3c(cccc13)C(=O)N2CC	-16	0	-5	-13	-1.6	97	?	2.6	-3
CC(=O)CSc1cc(-c2ccccc2)nc2ncnn12	·	13	-33	3	-2.4	88	-2	-2.2	-1
COc1cccc(NC(=S)N2CCN(C)CC2)c1	-11	5	9	7	-0.7	109	6	-1.2	0
O=C(CNC(=O)c1ccc(Cl)cc1)c1ccc(Br)cc1	11	8	0	-1	-1.9	105	5	-0.3	-6
Cc1cc(C)c(NC(=O)CN2CCOCCOCCOCCOCC2)c(C)c1	·	-2	1	3	1.3	101	·	1.0	-11
COc1cc(OC)cc(C(=O)Nc2ccc(C(=O)NCC3CCCO3)cc2)c1 (centres undefined)	0	0	10	3	-2.3	110	7	-3.6	-27
Cc1occc1C(=O)NNC(=O)C1CCCC1	14	3	-2	-6	-2.8	94	13	-3.2	14
Cc1csc(NC(=O)c2ccc(N3CCCC3=O)cc2)n1	16	-2	-2	2	-4.2	103	8	-2.2	-1
